Compound activity: PubChem BioAssay, National Center for Advancing Translational Sciences (NCATS)
HCV inhibitor: blocks hepatitis C virus; 3.4% of 340,000 active; AID 651820; Potency, µM (series often up to 41.8 µM), without a hit: top-dose activity change, negative = inhibition, actives largely listed as inhibitors; Huh7.5.1 HCVcc-Cre infection, luciferase reporter, 44 h; note: potency is the fitted concentration of half-maximal effect
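Reporter virus HCVcc-Cre (~0.5 moi) infects cells exposed to compound; seeding density 1,000 cells/well with 4 h settling beforehand. Luminescence, 15 sec read, taken 44 h post-infection following a 15 min RT substrate incubation.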
AMA1 RON2 block: disrupts binding of P. falciparum AMA1 to RON2; AlphaScreen AMA1-biotinylated RON2 peptide binding; Potency, µM (top dose mostly 58.2 µM), for inactives: at the highest dose activity change, negative = inhibition, actives largely listed as inhibitors; 0.2% of 360,000 active; AID 720542;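 note: potency is the fitted concentration of half-maximal effect; 0% = vehicle wells and -100% = peptide control; nearly all actives have a fitted effect of over 45% in size; some results filed as inactive show a strong effect at the top dose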
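AMA1 (3D7) with his tag at 25 nM final met compounds first, then biotinylated RON2 peptide at 25 nM; detection used donor plus acceptor beads, 10 µg/mL apiece, read by AlphaScreen after 30 min at room temperature.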
HCMV inh: blocks human cytomegalovirus replication | HFF cells, HCMV-luciferase reporter, 72 h; hits give low values | activity change, negative = inhibition, % at 57.5 µM | 4.5% of 410,000 active; in the data active = activity change below about -60%; inconclusive = no clear call, values can overlap the other calls; inactive = above about -39%
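HFF cells seeded 16 h at 37C, treated with compounds, infected with luciferase-reporter HCMV at MOI 1 PFU/cell; luciferase read at 72 h post infection, normalized to buffer-only and Salinomycin controls.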
AmpC detergent: AmpC beta-lactamase inhibition with detergent present. P00811. AmpC hydrolysis of nitrocefin, absorbance 480 nm, 0.01% Triton. Potency, µM (highest dose often 114 µM), inactives show top-dose activity change, negative = inhibition, usual class: inhibitors. 0.041% of 370,000 active. AID 485294;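 note: potency is the fitted concentration of half-maximal effect; 0% = no-compound wells and -100% = no-enzyme wells; nearly all actives have a fitted effect of over 25% in size; some results filed as inactive show a strong effect at the top dose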
Target sequence (P00811 whole entry, looked up): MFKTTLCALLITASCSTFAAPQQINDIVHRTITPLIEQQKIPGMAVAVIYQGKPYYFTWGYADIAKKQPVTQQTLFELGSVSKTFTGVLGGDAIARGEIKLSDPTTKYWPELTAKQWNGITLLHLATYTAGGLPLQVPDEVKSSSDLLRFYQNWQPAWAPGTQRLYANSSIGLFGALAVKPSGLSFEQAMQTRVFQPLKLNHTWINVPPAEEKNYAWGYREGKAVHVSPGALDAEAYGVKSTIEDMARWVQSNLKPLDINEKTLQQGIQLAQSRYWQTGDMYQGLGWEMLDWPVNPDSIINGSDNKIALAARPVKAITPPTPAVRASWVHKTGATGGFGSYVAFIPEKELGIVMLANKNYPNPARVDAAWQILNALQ
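20 mM phosphate pH 7.0 + 0.01% (detergent screen) or 0.0001% Triton X-100; 5.3 nM AmpC reagent; cpd preinc 15 min RT; nitrocefin (800 uM stock) to start; A480 q20 s × 4 min; Activity was normalised to no-enzyme and no-compound control wells.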
FBPA Giardia inh: blocks Giardia fructose-bisphosphate aldolase activity; 0.71% of 290,000 active; purified Giardia FBPA; Potency, µM (series often up to 59.6 µM), inactives show at the top dose activity, negative = inhibition, most hits filed as inhibitors; note: potency is the fitted concentration of half-maximal effect; nearly all actives have a fitted effect of over 55% in size
Target sequence (A8B2U2 whole entry, looked up): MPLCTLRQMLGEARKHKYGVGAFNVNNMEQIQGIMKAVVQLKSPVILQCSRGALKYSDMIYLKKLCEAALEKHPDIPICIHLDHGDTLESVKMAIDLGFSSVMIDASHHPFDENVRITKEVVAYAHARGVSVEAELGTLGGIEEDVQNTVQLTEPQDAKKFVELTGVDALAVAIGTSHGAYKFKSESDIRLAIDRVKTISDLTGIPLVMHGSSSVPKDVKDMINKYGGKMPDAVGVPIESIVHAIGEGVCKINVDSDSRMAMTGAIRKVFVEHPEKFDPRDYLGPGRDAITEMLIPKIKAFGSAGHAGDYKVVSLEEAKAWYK
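Giardia FBPA (40 nM reagent) was preincubated 10 min at RT with compound (up to 57.5 uM final), then substrate plus GAPDH/TPI/NAD/arsenate coupling system with diaphorase/resazurin was added; resorufin fluorescence (525/598 nm) was read after 20 min.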
Sm TGR block: inhibitors of Schistosoma mansoni thioredoxin glutathione reductase. Potency, µM (titrated, usually from 114 µM), without a hit: top-dose activity change, negative = inhibition, most hits filed as inhibitors. AID 485364. Q962Y6. 3% of 360,000 active. purified TGR, DTNB reduction, TNB absorbance 405 nm; note: potency is the fitted concentration of half-maximal effect; nearly all actives have a fitted effect of over 60% in size
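Kinetic colorimetric format: TGR-catalysed, NADPH-driven DTNB reduction monitored via TNB absorbance. Enzyme dispensed at 20 nM; compound exposure 15 min at room temperature before reaction start.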
* = called active by the depositor; ? = inconclusive; · = not tested or not shown; & = joins results of further samples; [ ] = remark or other dose. Unless noted, calls come from the whole dose curve; as a rule, active = well fitted curve in the direction sought with a large enough effect; inconclusive = small, poorly fitted or top-dose-only effect, or another doubt; inactive = no such curve, though single readings can be large; an effect the other way counts as inactive or inconclusive. Unless noted, % is set by controls: 0 for no effect and ±100 for the full control effect. Outcome played no part in choosing rows; any-hit rate near 9.3%.

Second line of a record – HCV inhibitor	AMA1 RON2 block	HCMV inh	AmpC detergent	FBPA Giardia inh	Sm TGR block
C=CCNC(=O)/C(C#N)=C/c1cn(-c2ccccc2)nc1-c1cccs1
    -6%&1%	9%	?	6%	1%	3%
CCOC(=O)C1=NNC(C(=O)c2ccccc2)C1c1ccc(Cl)cc1 (centres undefined)
    ?	-5%	-19	-4%	0%	-18%
N#C/C(=C\c1cccs1)C(=O)Nc1nccs1
    -2%	64%[activator]	-34	3%	-9%	-7%
CCOC(=O)C1CCN(c2ncnc3c2cnn3-c2ccc(OC)cc2)CC1
    24%	4%	-21	1%	4%	8%
CCCC(=O)N=C1SC2CS(=O)(=O)CC2N1c1ccc(CC)cc1 (centres undefined)
    3%	7%	17	1%	3%	6%
COc1ccc(C(=O)C(Sc2nnc(C)c(=O)[nH]2)c2ccc(OC)cc2)cc1 (centres undefined)
    4%	17%	-27	3%	19%	0%
CCc1cccc(NC(=O)CC(c2ccc(OC)cc2)N2Cc3ccccc3C2=O)c1 (centres undefined)
    ·	·	-25	25%	·	6%
Cc1ccc(NC(=O)C2C(=O)N(CCO)C3(C)CC2c2ccccc2O3)cc1 (centres undefined)
    4%	2%	26	-9%	-26%	-3%
CCC(C)(C)NC(=O)CN(Cc1ccc2c(c1)OCO2)C(=O)CCC(=O)Nc1ccccn1
    15%&0%	3%	32	?	-5%	-13%
CCCN1C/C(=C/c2cccc([N+](=O)[O-])c2)C(=O)/C(=C/c2cccc([N+](=O)[O-])c2)C1
    ?	-13%	-105*	2%	2%	-20%
Cc1ccc(S(=O)(=O)N2CCC(C(N)=O)CC2)cc1C(=O)NC1CCCCC1
    4%	-2%	-7	0%	·	-1%
O=C(CSc1n[nH]c(-c2ccncc2)n1)Nc1ccccc1C(F)(F)F
    5%	-4%	3	4%	-17%	-2%
Cc1cccc(NC(=O)NNC(=O)c2cc3occc3[nH]2)c1C
    -4%	37%[activator]	-12	1%	·	-32%
Cc1cc(=O)[nH]c(-c2ccc(C(F)(F)F)cc2)n1
    4%	2%	13	2%	1%	2%
COc1cccc(CNC(=O)CCC2CCCN(C(=O)c3ccccc3N(C)C)C2)c1 (centres undefined)
    ?	-12%	-35	3%	·	79µM*
O=C(CN1C(=O)NC2(CCCCC2)C1=O)NCC(=O)Nc1ccc(F)c(F)c1
    3%	-14%	10	-9%	·	-10%
Clc1cccc(CNCCc2ccc3c(c2)OCO3)c1
    -12%	-6%	-2	-13%	?	-32%
COc1ccc(C(=O)CSc2nnc(NC(=O)C3CC(=O)N(c4ccccc4C)C3)s2)cc1 (centres undefined)
    19%	21%	-20	-11%	2%	-1%
O=C(NCCCN1CCN(c2cccc(Cl)c2)CC1)C1(S(=O)(=O)c2ccc(Cl)cc2)CC1
    ?	-12%	23	4%	4%	5%
O=C(Cc1ccccc1)NCCc1cn2ccsc2n1
    15%	2%	16	?	-2%	0%
CCCn1c(SCC(=O)Nc2ccc(OCC)cc2)nnc1C(C)C
    5%	9%	34	-11%	1%	1%
O=C(CN(C(=O)Cn1nnc(-c2ccc(F)cc2)n1)c1ccc(F)cc1)NC1CCCC1
    ?	15%	-4	-10%	0%	-8%
CCCN1C(=O)/C(=C\c2ccncc2)SC1=Nc1ccccc1
    -18%	-15%	?	5%	11%	4%
CCC1(c2ccccc2)NC(=O)N(CC(=O)NNC(=O)COc2ccc(Cl)cc2C)C1=O (centres undefined)
    -7%	84%[activator][11.6 µM]	-21	1%	·	-5%
O=C1C=C(c2cc(C(F)(F)F)cc(C(F)(F)F)c2)C[C@@H](c2ccc(Cl)cc2)C1
    -25%[8.37 µM]	-4%	2	-2%	·	-3%
CCn1c(SCC(=O)Nc2ccc(N3CCOCC3)cc2)nnc1C1CC1
    -26%	-1%	-11	-2%	·	1%
O=C(COc1ccccc1)N1CCN=C1SCc1cccnc1
    -11%	28%	-3	-5%	-9%	-1%
c1ccc(COn2c(-c3ccccc3)nc3c2CCc2nonc2-3)cc1
    29%	-2%	-35	-13%	-11%	5%
Cc1ccc2nc(-c3ccc(O)cc3)oc2c1
    4%	10%	92	-2%	0%	19%
O=C(O)c1cccc(S(=O)(=O)NCc2cccs2)c1
    12%	12%	8	-4%	13%	8%
Cc1ccc(N2C(=O)C3CCCN3C2=S)c(C)c1 (centres undefined)
    4%	-12%	-4	?	·	-3%
N#Cc1nc(-c2cccc3ccccc23)oc1NCCN1CCOCC1
    ?	-5%	39	?	1%	64%[activator]
O=C(NC1CC1)c1ccc(-c2nc3ccccc3s2)s1
    ?	-11%	-12	1%	5%	2%
CCOc1ccc(C(=O)Nc2ccccc2CC)cc1[N+](=O)[O-]
    ?	-7%	45	3%	6%	4%
CC12CCC(C(=O)NCc3ccco3)(OC1=O)C2(C)C (centres undefined)
    15%	3%	-28	0%	-1%	-6%
Cc1cc(C)c(-n2[nH]nnc2=S)c(C)c1
    10%	-2%	-4	1%	14µM*	2%
NC(=O)CSc1nc2ccc(NC(=O)COc3ccccc3Cl)cc2s1
    ·	·	-28	15%	·	1%
COc1ccc(C(=O)NNC(=O)c2ccc(C(C)(C)C)cc2)cc1
    -1%	-4%	-4	?	0%	-5%
CCN(CC(=O)Nc1c(F)cccc1F)C(=O)c1ccccc1F
    -2%	-1%	4	-11%	-1%	-1%
COc1ccc(-c2nc3c4ccccc4n(CC(=O)Nc4ccc(C(C)C)cc4)c(=O)n3n2)cc1
    ·	·	14	-1%	·	9%
C[C@H](NC(=O)OC(C)(C)C)c1nnc(SCc2ccc(Cl)cc2Cl)o1
    ·	·	-11	-1%	·	12%
CCOC(=O)C1(P(=O)(c2ccc(Cl)cc2)c2ccc(Cl)cc2)CCC1
    -10%	-3%	-7	-4%	10%	-3%
CCOc1ccc(Br)cc1CNCCSc1nnnn1-c1ccccc1
    ·	·	-5	7%	·	8%
O=C(CCCCC(=O)NC1CCCC1)NC1CCCC1
    10%	3%	6	?	7%	-2%
S=c1[nH]nc(COc2ccccc2)n1/N=C/c1ccc(Br)s1
    0%	44%[activator]	-19	1%	4%	15%
Cc1ccc(OCc2nc(-c3ccc(-n4cccc4)cc3)no2)cc1C
    13%	11%	8	-12%	4%	0%
O=C1Nc2ccccc2C12OCC(COc1ccc(Cl)cc1)O2 (centres undefined)
    13µM*	9%	-11	-2%	-3%	-8%
O=C1CN(C(=O)COc2ccccc2)CCN1
    10%	1%	15	-9%	1%	0%
COC(=O)c1ccc(S(=O)(=O)N2CCN(C(c3ccccc3)c3ccccc3)CC2)n1C
    -7%	-4%	-4	9%	-3%	13%
CC(C)C(C)(C#N)NC(=O)CSc1ncnc2sc(-c3ccccc3)cc12 (centres undefined)
    13µM*	-6%	-33	1%	-5%	-11%
CN(c1ccccc1)S(=O)(=O)c1ccc(C(=O)N2CCN(c3ccccc3F)CC2)cc1
    ?	-6%	-14	·	·	·
CCOC(=O)c1ccc(NC(=O)CN2CCN(c3ccccc3)CC2)cc1
    -6%	-18%	-23	2%	4%	-6%
CCCCn1nnnc1SCC(=O)Nc1ccc2c(c1)OCCO2
    -3%	-10%	8	-5%	0%	-3%
COc1ccc(C(c2ccc(OC)cc2)C(Cl)(Cl)Cl)cc1
    ?	26%	?	4%	2%	1%
CC1(C)CC(=O)C(C(c2ccco2)C2C(=O)CC(C)(C)CC2=O)C(=O)C1
    0%	37%[activator]	13	-14%	-9%	?
Cc1ccc(NC(=O)CCc2ccccc2)cc1S(=O)(=O)N1CCOCC1
    ?	21%	-19	·	·	·
COc1c2c(c(OC)c3c1c(=O)c1ccccc1n3C)OCO2
    -21%	7%	0	·	·	·
CN1CCN(C(=O)CCCOc2cc(=O)n(C)c3ccccc23)CC1
    0%	17%	245	-12%	-13%	-6%

An excerpt of these results, bar-delimited.
SMILES | HCV inhibitor | AMA1 RON2 block | HCMV inh | AmpC detergent | FBPA Giardia inh | Sm TGR block
Cc1ccc(N2C(=O)C3CCCN3C2=S)c(C)c1 (centres undefined) | 4% | -12% | -4 | ? | · | -3%
N#Cc1nc(-c2cccc3ccccc23)oc1NCCN1CCOCC1 | ? | -5% | 39 | ? | 1% | 64%[activator]
O=C(NC1CC1)c1ccc(-c2nc3ccccc3s2)s1 | ? | -11% | -12 | 1% | 5% | 2%
CCOc1ccc(C(=O)Nc2ccccc2CC)cc1[N+](=O)[O-] | ? | -7% | 45 | 3% | 6% | 4%
CC12CCC(C(=O)NCc3ccco3)(OC1=O)C2(C)C (centres undefined) | 15% | 3% | -28 | 0% | -1% | -6%
Cc1cc(C)c(-n2[nH]nnc2=S)c(C)c1 | 10% | -2% | -4 | 1% | 14µM* | 2%
NC(=O)CSc1nc2ccc(NC(=O)COc3ccccc3Cl)cc2s1 | · | · | -28 | 15% | · | 1%
COc1ccc(C(=O)NNC(=O)c2ccc(C(C)(C)C)cc2)cc1 | -1% | -4% | -4 | ? | 0% | -5%
CCN(CC(=O)Nc1c(F)cccc1F)C(=O)c1ccccc1F | -2% | -1% | 4 | -11% | -1% | -1%
COc1ccc(-c2nc3c4ccccc4n(CC(=O)Nc4ccc(C(C)C)cc4)c(=O)n3n2)cc1 | · | · | 14 | -1% | · | 9%
C[C@H](NC(=O)OC(C)(C)C)c1nnc(SCc2ccc(Cl)cc2Cl)o1 | · | · | -11 | -1% | · | 12%
CCOC(=O)C1(P(=O)(c2ccc(Cl)cc2)c2ccc(Cl)cc2)CCC1 | -10% | -3% | -7 | -4% | 10% | -3%
CCOc1ccc(Br)cc1CNCCSc1nnnn1-c1ccccc1 | · | · | -5 | 7% | · | 8%
O=C(CCCCC(=O)NC1CCCC1)NC1CCCC1 | 10% | 3% | 6 | ? | 7% | -2%
